# Screening results deposited in PubChem BioAssay by Emory University Molecular Libraries Screening Center.
# 14-3-3 PPI: alters human 14-3-3 gamma binding to Raf peptide; AID 422; P61981; FP, 14-3-3gamma / TMR-pS259-Raf peptide binding; inhibition, % at 40 µM; actives 0.19% (n = 160,000); in the data active means inhibition above about 30%;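 further: 0% = protein plus tracer without compound and 100% = blank with tracer alone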
# Target sequence (P61981 whole entry, looked up): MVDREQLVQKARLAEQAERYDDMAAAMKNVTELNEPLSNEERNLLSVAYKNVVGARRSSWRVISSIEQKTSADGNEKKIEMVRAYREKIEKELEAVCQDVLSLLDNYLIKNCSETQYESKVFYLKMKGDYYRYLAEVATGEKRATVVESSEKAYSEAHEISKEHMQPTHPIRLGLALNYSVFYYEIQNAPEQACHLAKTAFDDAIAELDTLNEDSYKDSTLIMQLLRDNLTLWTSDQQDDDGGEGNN
# Numbers without * were called inactive; & = joins results of further samples. An excerpt; rates above refer to the full screens.
mol	14-3-3 PPI
CCC(=O)N1C(=O)CC(C)N(C(=O)CC)c2ccccc21 (stereo not drawn)	1
C=CCN1C(c2ccccc2)=CS/C1=C(\C#N)c1nnc2n1CCCCC2	-6
CCOCCOC(=O)C1=C(C)NC(=O)NC1c1cccc(Br)c1 (stereo not drawn)	15
CCOC(=O)C1=C(C)NC2=C(C(=O)C(C(=O)OCC)C(c3ccccc3OC)C2)C1c1ccccc1Cl (stereo not drawn)	7
CC(C)c1ccc(NC(=O)C2CCN(S(=O)(=O)c3ccc(F)cc3)CC2)cc1	0
COc1ccc(CCN=C2SCC(=O)N2Cc2ccccc2)cc1OC	7
CC(NC(=O)CSc1nc2ccc(NC(=O)c3ccc(Br)cc3)cc2s1)c1ccccc1 (stereo not drawn)	-3
COc1ccccc1-c1coc2c(CN3CCN(CCO)CC3)c(O)ccc2c1=O	-4
O=C1C2C(c3ccccc3)C=CC(c3ccccc3)C2C(=O)N1Cc1ccc(F)cc1 (stereo not drawn)	-2
CCN(CC)c1nc(C)nc2sc(C(=O)Nc3cccc(OC)c3)c(C)c12	0
Nc1ccc(-c2nc3ccccc3n2CCOc2ccccc2)cc1	-5
Fc1ccc(-c2cc3n(c2)CCn2cccc2-3)cc1	-164
O=C(COc1ccc(Br)cc1)Nc1cccc(F)c1	-1
COc1ccccc1NC(=O)c1c(O)c2cccc3c2n(c1=O)CCC3	-7
Cn1c2c(c(=O)n(C)c1=O)C(c1ccc(Br)cc1)Nc1ccccc1O2 (stereo not drawn)	-2
Cn1c(=O)n(C)c2cc(C(=O)O)ccc21	-2&-2
Cn1c(C(=O)c2ccccc2)nc2ccccc21	-10
O=C(CSc1nnc2scc(-c3ccccc3)n12)Nc1nsc(-c2ccc(Cl)cc2)n1	-8
Cc1cccc2sc(NC(=O)Cc3nn(C)c(=O)c4ccccc34)nc12	-23
COc1cccc(N(C(=O)CNC(=O)c2ccco2)C(C(=O)NC2CCCCC2)c2ccncc2)c1 (stereo not drawn)	-10
COc1cc(NC(=O)c2cnn3c2NC(c2cccs2)CC3C(F)(F)F)c(OC)cc1Cl (stereo not drawn)	1
COc1ccc(OC)c(S(=O)(=O)N2CC(C)CC(C)C2)c1 (stereo not drawn)	-13
CCN(c1ccccc1)S(=O)(=O)c1ccc2c(c1)CCCN2C(C)=O	-1
COc1cc(NC(=O)c2cc(OC)c(OC)c(OC)c2)c(OC)cc1NC(=O)CN1CCCCC1	5

# Shown as labelled records: 2 of the compounds above.
Cn1c(C(=O)c2ccccc2)nc2ccccc21
  14-3-3 PPI: -10
COc1cc(NC(=O)c2cc(OC)c(OC)c(OC)c2)c(OC)cc1NC(=O)CN1CCCCC1
  14-3-3 PPI: 5

# Continuation.
mol	14-3-3 PPI
CCC1CCCCN1CCCNC(=O)C1CCC(=O)N1C(C)C (stereo not drawn)	-6
CC[n+]1c(C)sc2ccc(C)cc21	-86
Cc1ccc(CSC2=NCCN2C(=O)c2ccc(Br)o2)cc1	-2
CCCCN(C)C(=O)c1cn(C)c2ccc(S(=O)(=O)N(CC)CC)cc2c1=O	-10
Cc1cccc(-c2noc(COc3ccc(C(C)C)cc3Br)n2)c1	-3
Cc1coc(C)c1C(=O)CC1(O)C(=O)Nc2cc(Cl)cc(Cl)c21 (stereo not drawn)	-9
O=C(NCCSCc1ccccc1)c1ccc2c(=O)n(-c3cccc(C(F)(F)F)c3)c(=S)[nH]c2c1	-5
Cc1noc(C)c1C(=O)N1CCN(CCc2ccccc2)CC1	0

# Some of these compounds in order of the 14-3-3 PPI value, highest first:
mol	14-3-3 PPI
Cc1ccc(CSC2=NCCN2C(=O)c2ccc(Br)o2)cc1	-2
Cc1cccc(-c2noc(COc3ccc(C(C)C)cc3Br)n2)c1	-3
O=C(NCCSCc1ccccc1)c1ccc2c(=O)n(-c3cccc(C(F)(F)F)c3)c(=S)[nH]c2c1	-5
CCC1CCCCN1CCCNC(=O)C1CCC(=O)N1C(C)C (stereo not drawn)	-6

# Carrying on.
mol	14-3-3 PPI
Cc1ccc(N(Cc2ccc(C(=O)Nc3ccc(C)c(Cl)c3)cc2)S(C)(=O)=O)cc1C	-1
Nc1nonc1C(=O)NCc1ccco1	-12
CCC(C)(C(=O)NC1CCCC1)N(Cc1cccs1)C(=O)c1ccc2c(c1)OCO2 (stereo not drawn)	-6
COc1ccc(-c2nn(C)c3sc(C(=O)N4CCC(Cc5ccccc5)CC4)cc23)cc1OC	-4
CC(=O)CCc1c[nH]c2ccccc12	-3
N#Cc1c(N)sc(=S)c2c1CCCCC2	-26
O=C1CC(c2ccccc2)CC(O)=C1C=NCCN1CCN(C(=O)Nc2ccccc2)CC1 (stereo not drawn)	-4
CN(C)C(=O)Cn1cnc2c(cnn2-c2ccccc2Cl)c1=O	-8
O=C(CSc1nccn1-c1cccc(Cl)c1)Nc1ccc2c(c1)OCCO2	0&-11
O=C1c2ccccc2C(=O)c2c1oc1c3c(ccc21)OCN(CCC1=CCCCC1)C3	9
CCc1ccccc1NC(=O)Cn1nnc(C(=O)OC)c1C(=O)OC	13
O=C(Nc1ccccc1F)NC1CCN(Cc2nnnn2Cc2ccc(F)cc2)CC1	-1
O=C(NCCc1ccccc1)C1CCN(C(=O)c2sccc2-n2cccc2)CC1	-1
COc1ccc(OC)c(S(=O)(=O)N(C)CC(=O)Nc2ccc3c(c2)OCCO3)c1	-4
COC(=O)c1cccc(NC(=O)c2cccc(OC)c2)c1	3
Cc1nn(Cc2c(Cl)cccc2Cl)c(C)c1NC(=O)c1cc(C(C)C)on1	2

# Quoted at random: 3 compounds from above, in no set order.
mol	14-3-3 PPI
O=C1c2ccccc2C(=O)c2c1oc1c3c(ccc21)OCN(CCC1=CCCCC1)C3	9
Cc1nn(Cc2c(Cl)cccc2Cl)c(C)c1NC(=O)c1cc(C(C)C)on1	2
O=C(Nc1ccccc1F)NC1CCN(Cc2nnnn2Cc2ccc(F)cc2)CC1	-1

# The results go on:
mol	14-3-3 PPI
CN(C)C(=NS(=O)(=O)c1ccc(F)cc1)c1ccccc1	-11
COc1cccc2c(=O)cc(C)[nH]c12	21
Cc1ccc(S(=O)(=O)Nc2cc(C(=O)N3CCN(Cc4ccccc4)CC3)ccc2N2CCCCC2)cc1	-7
O=C(NC1CCCCC1)c1nc2c(nnn2Cc2ccccc2Cl)c(=O)[nH]1	-7
COc1cccc(N2CCN(c3c(-c4ccccc4)c4cc(Cl)ccc4[nH]c3=O)CC2)c1	-5
CSc1nc(C)cc(Oc2ccc(=O)[nH]n2)n1	-4
Cc1ccnc(NS(=O)(=O)c2ccc(NC(=O)c3cccc([N+](=O)[O-])c3)cc2)n1	-6
COC(=O)C1=C(C)Nc2nc(SCc3ccccc3F)[nH]c(=O)c2C1c1ccccc1 (stereo not drawn)	1
Cc1ccc(-c2nnc3n2N=C(c2ccc(O)c(O)c2)CS3)cc1	-13
Cn1nc(CC(=O)Nc2ccc(N3CCN(C(=O)OC(C)(C)C)CC3)cc2)c2ccccc2c1=O	-13
COc1ccccc1CCNS(=O)(=O)c1c(C)n(C)c(=O)n(C)c1=O	-3
CCOC(=O)c1oc2cc(OCC(N)=O)ccc2c(=O)c1-c1ccc(OC)c(OC)c1	-1
O=C(NCCc1ccc(Cl)cc1)C1CCN(S(=O)(=O)N2CCC3(CC2)OCCO3)CC1	2
COc1cc(C2NC(=O)NC(C)=C2C(=O)OC2CCCCCC2)cc(OC)c1OC (stereo not drawn)	-8
O=c1c2ccc(Cl)cc2[nH]c(=S)n1Cc1ccc2c(c1)OCO2	-4
COc1ccc2nc(C)cc(N(c3ccc(Br)cc3)S(=O)(=O)c3ccc([N+](=O)[O-])cc3)c2c1	6
CC(C)(C)c1ccc(-c2nc3cc(NC(=O)Cc4ccccc4)ccc3o2)cc1	-14
CC(=O)Nc1nonc1NC(=O)CSc1nc2ccccc2o1	-22
CC1(C)Cc2c(sc(NC(=O)CN3C(=O)C4CC=C(Cl)CC4C3=O)c2C#N)CO1 (stereo not drawn)	-21
O=[N+]([O-])c1cc(Oc2ccc(Br)cc2)c2c(c1)Oc1ccccc1C=C2	-2
N#Cc1c(-c2cccs2)cc(-c2ccccc2)nc1SCC(N)=O	-16
CSc1nc2ccccc2n1CC(=O)N1CCCCC1	2&1
C=CCn1c(=S)[nH]c2scc(-c3ccccc3)c2c1=O	-24
Cc1sc2nc[nH]c(=O)c2c1S(=O)(=O)N1CCN(C)CC1	-8
Cc1cccc(NC(=O)CSc2nnc([C@@H]3CCCN3C(=O)OC(C)(C)C)o2)c1C	-5
COc1ccc([N+](=O)[O-])cc1N1C(=O)C2C3C=CC(C4CC34)C2C1=O (stereo not drawn)	-3
COc1ccc(CN2CCCC(C(=O)N3CCCCC3)C2)c(OC)c1 (stereo not drawn)	-7
C=Cn1c(C(=O)O)cc(CC)c1-c1ccccc1	-29
COc1cc(C(=O)c2ccccc2)c(OC)cc1C(=O)Nc1ccc(N(C)C)cc1	-6
O=C(OCCN1C(=O)c2ccccc2C1=O)c1cnccn1	-1
COc1ccc(S(=O)(=O)N2CCC(C(=O)NCCc3ccccc3)CC2)cc1OC	-3
Cc1ccc(-n2nc(C(=O)NCc3cccnc3)c3c4ccccc4n(C)c3c2=O)cc1	-8
O=C(COc1ccccc1Cl)Nc1nccs1	-3
COc1ccc(-c2cc(C(F)(F)F)n3ncc(C(=O)NC(C)(C)CC(C)(C)C)c3n2)cc1OC	-3
CCC1CCCCN1S(=O)(=O)c1ccc(C(=O)Nc2nnc(-c3cccs3)o2)cc1 (stereo not drawn)	-8
CCOc1ccc(OCc2cccc(C(=O)N3CCOCC3)c2)cc1	-2
Cc1ccc(OCC(=O)N2CCc3ccccc32)cc1	0
OC(C#CCC(O)c1ccccc1)c1ccccc1 (stereo not drawn)	1
CCCn1c(=O)c2ccccc2n2c(SCCOc3ccc(C)cc3)nnc12	4
O=C1c2cccc3cccc(c23)C(=O)N1c1nncs1	-4

# Individual results from the results shown.
# COc1ccc(-c2cc(C(F)(F)F)n3ncc(C(=O)NC(C)(C)CC(C)(C)C)c3n2)cc1OC in 14-3-3 PPI is listed with -3
# O=C1c2cccc3cccc(c23)C(=O)N1c1nncs1 in 14-3-3 PPI is listed with -4

# The listing continues:
mol	14-3-3 PPI
CCC(CC)n1[nH]c(=O)c2c(C)cc(C)nc21	-5
Cc1ccc2nc(NC(=O)CSc3nnc(CNC(=O)c4cccs4)o3)sc2c1	0
CCOC(=O)c1[nH]c(C)c(C(=O)NCC2CCCO2)c1C (stereo not drawn)	-6
Cc1c(N=c2c(=O)c3ccccc3c2=O)c(=O)n(-c2ccccc2)n1C	-1
COc1ccc(-c2cc(C(=O)Nc3cc(C)n(Cc4ccc(Cl)cc4)n3)no2)cc1OC	7&-12
COc1ccc(C(=O)N2CCC(C(=O)Nc3ccccc3OC)CC2)cc1	-1&4
CCS(=O)(=O)N1CCCC(C(=O)NCc2ccco2)C1 (stereo not drawn)	-3
Cc1cc(SCC(=O)Nc2ccc(S(N)(=O)=O)cc2)nc2ccccc12	-3
Cc1cccc(C)c1Nc1c(-c2ccc(N(C)C)cc2)nc2cnccn12	-11
Cc1ccc(N2C(=O)C3ON(c4ccccc4)C(c4cccs4)C3C2=O)cc1 (stereo not drawn)	3
O=C(Nc1ccc(S(=O)(=O)N2CCCCCC2)cc1)c1ccccc1[N+](=O)[O-]	-5
O=C(Cn1nc(C(=O)O)c2ccccc2c1=O)NCCC1=CCCCC1	-3
O=C(CCCCn1c(=O)[nH]c2ccccc2c1=O)NCCc1c[nH]c2ccccc12	-6&-1
CC(=O)OCc1cc2cccc(C)c2[nH]c1=O	-7
CN1CCc2c(sc3c2c(=O)n(-c2ccccc2)c2nnc(SCc4ccccc4F)n32)C1	-7
CC(C)COC(=O)c1ccc(NC(=O)c2cccc(Cl)c2)cc1	3
COc1ccc(CN2C(=O)CCC2(C)C(=O)NC2CCCC2)c(OC)c1 (stereo not drawn)	-6
Cn1c(/C(C#N)=C(\O)c2ccc(S(=O)(=O)N3CCCCC3)cc2)nc2ccccc21	-4
Cc1onc(-c2ccccc2)c1C(=O)Nc1nc2c(s1)C(=O)CC(C)(C)C2	-22
CCOC(=O)C1=C(N)N(c2ccc(Cl)cc2)C2=C(C(=O)CCC2)C1c1cc(Br)cs1 (stereo not drawn)	-28
CC1=C(C(=O)Nc2ccc(C)cc2)C(c2cccs2)NC(=O)N1 (stereo not drawn)	-7
Cc1ccc2oc(-c3ccc(NC(=O)c4ccccc4C)cc3)nc2c1	-77
O=C(O)CCC(=O)N1CCC(C(=O)c2cccc(Cl)c2)CC1	2
O=C1Nc2ccccc2C12Nc1ccccc1-c1nc3ccccc3n12 (stereo not drawn)	-1
O=c1cc(N2CCOCC2)[nH]c(=O)n1-c1ccc(Br)cc1	-5
COC(=O)c1sc(NC(=O)CSc2nnnn2-c2ccc(C)cc2C)nc1C	-3
Cc1ccc(Cl)cc1N1CCN(C(=O)CCn2c(=S)oc3ccccc32)CC1	4
O=C(NC1CCCCC1)C1CCN(c2nc3ccccc3[nH]2)CC1	-6
CCCCc1ccc(C(=O)Nc2cc3cccc(OC)c3oc2=O)cc1	-1
CCSC1(SCC)N=C(N)C2(C#N)C(c3ccccc3)NC(C)=C(C)C12C#N (stereo not drawn)	-6
CC(CCc1ccccc1)Nc1ncnc2c1sc1nc(N3CCOCC3)c3c(c12)CC(C)(C)OC3 (stereo not drawn)	-1
O=S(=O)(N=C(Nc1ccccn1)c1ccccc1)c1ccccc1	-5
Cc1nnc2c(Oc3ccc(-c4ccccc4)cc3)nc3ccccc3n12	4
CC1=C(C(=O)OC2CCCC2C)C(c2ccccc2Cl)NC(=O)N1 (stereo not drawn)	-4
